Assay outcomes as filed in PubChem.
GASC-1 inh = human JMJD2C demethylase inhibition | AID 2099 | GST-JMJD2C(1-420) H3K9me3 demethylation, DELFIA europium | hit rate 0.069% among 330,000 | inhibition, % at 2.35 µM | Q9H3R0;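 active = more than half of a compound's replicate wells show inhibition beyond 50%, single wells judged on their own value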;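 also: signal counts dimethyl H3K9 product captured on neutravidin plate; 0% = median of DMSO wells and 100% = 0.3 times that DMSO median; strong numbers were not always called active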
CTSL1 counter = cathepsin L1 inhibition, PFM18AAP counter-screen; inhibition, % at 5.96 µM; recombinant F. hepatica cathepsin L1, Z-Leu-Arg-MCA fluorescence; hit rate 0.49% among 300,000;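 active = inhibition above the mean of all tested compounds plus 3 SD, set per screening campaign, cut at about 17% in these data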;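 also: 0% = plate median of test compound wells and 100% = 1 µM Z-Phe-Ala-diazomethylketone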
LYPLA2 inh = LYPLA2 (human) inhibition in PME1 counter-screen; AID 2177; recombinant LYPLA2, FP-Rh probe fluorescence polarization; inhibition, % at 5.9 µM; hit rate 0.38% among 320,000; O95372;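 active = inhibition above the screen-wide mean plus 3 SD, limit set per campaign, cut at about 26% in these data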;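 also: 0% = LYPLA2 with DMSO and 100% = wells lacking LYPLA2 enzyme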
TPT1 inh = blocks Candida albicans tRNA 2'-phosphotransferase | AID 1962 | recombinant caTPT1, FP RNA substrate dephosphorylation | inhibition, % at 5 µM | hit rate 0.81% among 300,000;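 active = inhibition above the mean of all tested compounds plus 3 SD, set per screening campaign, cut at about 24% in these data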;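 also: plate controls were DMSO alone for no effect and ferristatin control at 100 nM for full effect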
Efflux pump inh = inhibitors of Candida antifungal efflux pumps expressed in yeast. S. cerevisiae Candida pump triplex, Nile Red efflux. inhibition, % at 10 µM. hit rate 0.44% among 330,000;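 active = plate passing quality check with inhibition over a set limit, or well fluorescence over plate mean plus 4 SD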;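 also: Nile Red retained in pooled yeast measured as flow cytometry median fluorescence; 0% = buffer negative control and 100% = Enniatin B positive control; higher means more Nile Red kept so more efflux inhibition; some compounds called inactive have numbers as strong as hits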
PREPL inhibitor = inhibitors of human prolyl oligopeptidase-like enzyme PREPL; recombinant PREPL, fluorescence polarization activity-based probe; hit rate 0.68% among 320,000; inhibition, % at 5.96 µM; in the data active = inhibition above about 43%;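 also: 0% = enzyme with DMSO and 100% = wells lacking enzyme; many of its hits are not listed in these tables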
PP5 inh = PP5 (human) phosphatase inhibition; P53041; purified PP5c, OMFP substrate fluorescence; inhibition, % at 6.7 µM; hit rate 0.18% among 320,000; AID 1987;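 active = inhibition above the campaign's mean inhibition across all tested compounds plus 3 SD, cut at about 9.5% in these data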;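 also: 0% = DMSO only and 100% = 100 µM cantharidin control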
core dimer inh = HCV core protein dimerization inhibition | TR-FRET GST/Flag-core106 dimerization, 1536-well | inhibition, % at 5 µM | hit rate 0.33% among 300,000 | AID 1899;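 active = inhibition above the mean of all tested compounds plus 3 SD, set per screening campaign, cut at about 45% in these data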
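test system = GST/Flag-tagged HCV core106 proteins | probe or stimulus = Eu donor and XL665 acceptor anti-tag antibodies | times = compound-protein-antibody incubation 4 h at 22.5 °C | signal = TR-FRET, excitation 340 nm, emission 617 and 671 nm | measure = percent inhibition of core106 dimerization signal | controls = wells lacking GST-core106 and wells with excess unlabelled core106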
PP1 counter = counter-screen for PP5 inhibitors: inhibitors of human PP1-alpha. hit rate 0.9% among 320,000. purified PP1alpha, OMFP fluorescence. AID 2235. inhibition, % at 6.7 µM. P62136;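 active = inhibition above the mean inhibition of all tested compounds plus 3 SD, computed separately for each screening campaign, cut at about 15% in these data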
Active calls of the source: *; . = not tested or not shown. Only part of the results is shown, so the mix of outcomes need not match the whole.

Order of results: GASC-1 inh | CTSL1 counter | LYPLA2 inh | TPT1 inh | Efflux pump inh | PREPL inhibitor | PP5 inh | core dimer inh | PP1 counter
- CC1(C)CC(=O)C2=C(C1)N(CCN1CCOCC1)C1=C(C(=O)CC(C)(C)C1)C2c1cccc(F)c1
→ 1 | 4 | -2 | -4 | -0.1 | 11 | 0.7 | 4 | 4
- CCOC(=O)c1c(S(=O)(=O)NCC(=O)NCc2ccccc2)c(C)n(C)c1C
→ 5 | -11 | 6 | 3 | 0.1 | 3 | 0.2 | -1 | -1
- Cc1c(C)c2c(OCC(=O)N3CCC[C@H]3C(=O)O)cc3c(c2oc1=O)CCC(C)(C)O3
→ 5 | 6 | 4 | -2 | -0.2 | 1 | 2.7 | 5 | -3
- Cc1ccc(N2CC(C(=O)OCC(=O)Nc3ccccc3F)CC2=O)cc1 (stereo not given)
→ 1 | -31 | 1 | -2 | -0.1 | -3 | 0.2 | 0 | -1
- OCCN(CCO)c1ccc(C(c2ccccc2Cl)c2ccc(N(CCO)CCO)cc2Cl)c(Cl)c1
→ 6 | 8 | 14 | 0 | -0.1 | 29 | 4.8 | -4 | 2
- Cc1ccc(NC(=O)COC(=O)c2ccc(Cl)nc2)cc1S(=O)(=O)N1CCCCC1
→ 5 | . | -2 | . | 0.1 | 5 | 2.3 | . | 1
- CCc1nc2ccc(C(=O)NCc3ccc(C)o3)cc2nc1CC
→ 2 | 2 | -5 | 2 | 0.0 | 2 | 0.1 | 1 | -5
- Cc1cc(OC(=O)c2ccc(OC(C)C)cc2)c([N+](=O)[O-])c(=O)[nH]1
→ 5 | 3 | 3 | -3 | -0.5 | 6 | 2.5 | -11 | -4
- Cc1ccc(C(=O)NCC(=O)N(C)CC(=O)Nc2c(Cl)cccc2Cl)s1
→ 15 | 2 | 1 | 2 | 0.4 | 14 | -0.1 | 1 | -1
- COc1ccc(CCNC(=O)c2cnc(C)cn2)cc1
→ -7 | 6 | 0 | -2 | -0.1 | 12 | -6.0 | -16 | 0
- O=C1CCCC2=C1C1(CCCCC1)N=C(Nc1nc3ccccc3o1)N2
→ -7 | 4 | 0 | -2 | 0.0 | -30 | 0.2 | 4 | 2
- CCCc1cc(=O)oc2c(CN3CCCC3)c(O)ccc12
→ 18 | 13 | -1 | 1 | 0.0 | 0 | -0.3 | 5 | -1
- COc1ccc(C)cc1NC(=O)c1ccc(CN2CCN(c3ccccc3)CC2)cc1
→ -3 | 1 | 1 | 0 | 0.6 | 8 | -0.6 | 3 | 2
- O=S(=O)(NCc1cccnc1)c1ccc(Cl)c(Cl)c1
→ 1 | 1 | 0 | 0 | 0.0 | 0 | -2.0 | -6 | -1
- CCOC(=O)c1c(C)oc(C)c(C(=O)OCC)c1=O
→ -16 | 5 | -1 | 2 | -0.2 | 10 | 0.4 | 0 | 4
- O=C(Nc1c2c(nn1-c1ccccc1)CS(=O)C2)c1ccc(Br)o1 (stereo not given)
→ 9 | 0 | 1 | -5 | -0.1 | 3 | 1.0 | 16 | -5
- Cc1ccc(S(=O)(=O)N2CCC(C(=O)N/N=C/c3ccccc3[N+](=O)[O-])CC2)cc1
→ 19 | 1 | 2 | 6 | 0.0 | -2 | 1.0 | 1 | 4
- O=C(CCNS(=O)(=O)c1ccc(Cl)cc1)N1CCN(Cc2ccccc2)CC1
→ 16 | -2 | 0 | 2 | 0.3 | 8 | -1.2 | -3 | -2
- Cc1ccc(CNC(=O)CCCc2ccccc2)cc1
→ -12 | 2 | 0 | 1 | 0.0 | -11 | 1.3 | 6 | 7
- CC(=O)Nc1ccc(CN2CCc3c([nH]c4ccccc34)C2C(C)(C)C)cc1 (stereo not given)
→ 2 | 3 | 0 | 0 | 0.0 | -1 | 4.0 | 5 | 3
- CC1CCCC(NC(=O)COC(=O)c2ccc(N(C)C)cc2)C1C (stereo not given)
→ 44 | 4 | 2 | -1 | 0.1 | -3 | 1.0 | -10 | 2
- CC(=O)Nc1ccc(S(=O)(=O)NCCC(=O)NCCOc2ccccc2)cc1
→ 0 | . | 3 | . | -0.2 | 1 | 1.2 | . | -2
- COC(=O)c1c(C)[nH]c(C)c1-c1ccc([N+](=O)[O-])cc1
→ 3 | -1 | -4 | 1 | 0.3 | 6 | 1.1 | 0 | -1
- CC(=O)c1ccc(S(=O)(=O)NCCC(=O)OCC(=O)N(Cc2ccccc2)C(C)(C)C)cc1
→ -3 | . | -1 | . | 0.3 | 13 | 0.5 | . | 4
- NC(=O)CC(NC(=O)c1ccc(Cl)cc1)C(=O)NCCc1ccc(S(N)(=O)=O)cc1 (stereo not given)
→ 4 | 0 | 2 | 5 | -0.1 | -3 | 2.5 | 10 | -4
- CC(NC(=O)COC(=O)c1cc(Cl)ccc1O)C1CC2CCC1C2 (stereo not given)
→ 8 | . | -4 | . | 0.1 | -5 | 3.3 | . | 1
- Cn1nc(C(C)(C)C)c(NC(=O)c2sccc2Cl)c1C(C)(C)C
→ -1 | -2 | -3 | 1 | 0.2 | 4 | 1.0 | -3 | -12
- O=C(O)[C@@H]1CCCN1C(=O)c1ccccc1N1C(=O)[C@@H]2Cc3c([nH]c4ccccc34)C(c3cccc(Cl)c3)N2C1=O (stereo not given in full)
→ 18 | -5 | -6 | 0 | -0.1 | -6 | 1.5 | 5 | -2
- O=S(=O)(Nc1ccncc1)c1ccccc1
→ 8 | -4 | -2 | 2 | 0.0 | -5 | -0.6 | 1 | 0
- COCCn1c(N)c(N(Cc2ccccc2)C(=O)c2oc3ccccc3c2C)c(=O)[nH]c1=O
→ -1 | 1 | -2 | -2 | -0.1 | 0 | -1.1 | 1 | -2

Next section
Order of results: GASC-1 inh | CTSL1 counter | LYPLA2 inh | TPT1 inh | Efflux pump inh | PREPL inhibitor | PP5 inh | core dimer inh | PP1 counter
- COc1cccc(C(=O)Nc2nnc(-c3cccs3)o2)c1
→ 5 | 1 | 2 | -1 | -0.2 | 0 | 2.0 | -8 | 0
- Clc1cccc(OCCN2CCCC2)c1
→ 7 | 8 | -4 | -3 | 0.0 | -6 | -0.3 | 11 | 0
- Cc1c(C(=O)Nc2ccccc2)c2ccc(C(F)(F)F)cc2n1O
→ -4 | -3 | 1 | -5 | 0.1 | 3 | 1.2 | -5 | -4
- COC(=O)c1ccccc1NC(=O)CCCN1C(=O)C(c2ccccc2)Oc2cccnc21 (stereo not given)
→ -2 | 0 | -2 | -3 | 0.2 | -12 | 2.5 | 17 | -3
- Cc1ccc(C2=CSC3=NCCN23)c(C)c1
→ 6 | -3 | -2 | -3 | -0.1 | 1 | 2.8 | -1 | -1
- CCN(Cc1ccncc1)Cc1nc(CC2CC2)no1
→ 20 | -3 | 1 | -2 | -0.1 | -3 | 0.1 | -1 | 0
- Fc1ccccc1-c1nc(-c2cnccc2C(F)(F)F)no1
→ 12 | 4 | 5 | 3 | 0.4 | -4 | 4.3 | -3 | -7
- O=C(O)CC1S/C(=N\N=C/c2ccccc2)N(c2ccc(O)cc2)C1=O (stereo not given)
→ -3 | -2 | 3 | 0 | 0.3 | 14 | 3.3 | -4 | -1
- CC(=O)N1CCC(=NNc2nc3ccccc3s2)CC1
→ 3 | 5 | 7 | 0 | 0.2 | 8 | 2.1 | 0 | 3
- Brc1ccc2c(c1)CNc1c(ncnc1N1CCOCC1)O2
→ -8 | 1 | -1 | -2 | -0.4 | 28 | 0.2 | -2 | -1
- Cc1ccc(CNC(=O)CSc2c3c(nc4cc(Cl)ccc24)CCCC3)o1
→ 2 | 3 | -9 | 8 | 0.1 | 0 | 3.3 | 34 | 7
- CC(C)=CCc1c(C)nc2ccccc2c1C(=O)O
→ 4 | 4 | 5 | -3 | -0.1 | 14 | 1.7 | -10 | 2
- Fc1ccc(-c2csc(N3CCC(c4ccccc4)C3)n2)cc1 (stereo not given)
→ -21 | -2 | -2 | -1 | -0.1 | 3 | 1.0 | 2 | -1
- CC(=O)Nc1ccc(C2CC(c3ccc(Cl)cc3)=NN2c2ccccc2)cc1 (stereo not given)
→ 2 | -4 | 1 | 1 | 0.0 | 13 | 1.1 | -2 | -1
- CC1Cc2ccccc2N1S(=O)(=O)c1cccc(C(=O)N2CCN(c3ncccn3)CC2)c1 (stereo not given)
→ 0 | -4 | -2 | -7 | 0.9* | 9 | 3.6 | -1 | 4
- COC(=O)[C@@H]1CCCN1C(=O)CCc1nnc(CCc2c[nH]c3ccccc23)o1
→ -3 | -1 | 1 | -5 | 0.1 | 6 | -1.6 | 2 | -1
- CC(C)(C)c1ccc(OCC(=O)Nc2ccncc2)c(Br)c1
→ -22 | 2 | 16 | -4 | 0.0 | 12 | 1.1 | -5 | 9
- O=C(CSc1nnnn1C1CC1)Nc1cccc(S(=O)(=O)N2CCCC2)c1
→ -4 | . | -1 | . | 0.0 | 11 | 0.7 | . | -2
- Cc1ccc(CNC(=O)C2CCC(=O)N(CCc3ccccc3)C2)s1 (stereo not given)
→ -2 | 1 | 8 | -2 | -0.2 | 5 | 1.9 | 6 | -2
- CN(C)S(=O)(=O)c1cccc(CSCc2cccc(S(=O)(=O)N(C)C)c2)c1
→ -26 | 1 | -1 | -1 | 0.1 | 10 | 1.3 | -2 | 1
- Cc1ccccc1C(=O)N/N=C/c1ccc(Sc2ccccn2)o1
→ 21 | -1 | -2 | 1 | 0.6 | -2 | 1.4 | -12 | -1
- Cc1sc2ncnc(N3CCN(S(=O)(=O)c4ccccc4)CC3)c2c1C
→ 6 | . | 5 | . | -0.2 | 16 | 3.7 | . | -3
- O=C(Cn1c(-c2cscn2)nc2ccccc21)Nc1ccc(Cl)cc1
→ 4 | -2 | 5 | 3 | -0.1 | 5 | 0.1 | 2 | 0
- CCOc1ccc(N(CC(=O)NCCc2ccc(F)cc2)S(=O)(=O)c2ccccc2)cc1
→ -20 | 3 | 1 | 0 | 0.4 | -51 | 3.1 | 20 | -1
- C=C(C)Cn1c(CCNC(=O)C(C)(C)C)nc2ccccc21
→ -5 | 2 | 1 | 2 | 0.0 | -6 | -0.1 | -4 | 2
- COc1ccc2c(c1)C(NC(C)=O)C(=O)N2CCc1ccccc1 (stereo not given)
→ -7 | -2 | 2 | -2 | 0.0 | 17 | 1.1 | -1 | -4
- O=C(Cc1c(F)cccc1Cl)c1ccc(O)cc1O
→ -6 | 2 | 0 | -3 | 0.0 | 16 | 4.9 | 4 | -1
- CC1(c2ccc(Cl)cc2)NC(=O)N(CC(=O)Nc2ccc(N3CCCCC3)cc2)C1=O (stereo not given)
→ -2 | -5 | -1 | 2 | 0.0 | 22 | -2.2 | -3 | 39*
- OCCC1CN(Cc2cc(F)ccc2F)CCN1CCCc1ccccc1 (stereo not given)
→ -11 | -2 | 4 | 3 | 0.2 | -8 | 3.5 | -2 | -2
- Cc1ccc2nc(N3CCOCC3)c3nncn3c2c1
→ 4 | -4 | 3 | 5 | 0.2 | -5 | 0.9 | -12 | 0
- CCOc1ccc(C(C(=O)NC2CCCC2)N(C(=O)CNC(=O)c2ccco2)c2cccnc2)cc1 (stereo not given)
→ 1 | 2 | -1 | 1 | -0.4 | 8 | -0.1 | -9 | -10

As entered above.
`Clc1cccc(OCCN2CCCC2)c1` in LYPLA2 inh is listed with -4
`CCN(Cc1ccncc1)Cc1nc(CC2CC2)no1` in PREPL inhibitor is listed with -3
